H9c2 TAG inh – inhibitors of triacylglycerol accumulation; H9c2 cells, Nile Red lipid (TAG) fluorescence; cells loaded with 200 µM oleic acid; inhibition, % at 12.5 µM; 230,000 tested, 0.66% active;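 active = pattern-corrected inhibition of lipid staining of at least 50% with the nuclear-stain viability signal not falling by more than 50%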;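 note: 0% = DMSO wells and 100% = triacsin C control wells; some results filed as inactive read as strong as hits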
H9c2 TAG inh DAPI viability – further read-out of H9c2 TAG inh, marked with its call; DAPI nuclei signal change (viability), lower = more cytotoxic, %;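 whole-well DAPI fluorescence read on a plate reader as a viability signal; minus 50 percent equals half of cells still viable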
Starred values were filed as active, the others as inactive; & = joins results of further samples. This is a subset. The share of hits here may be higher or lower than overall.

SMILES	H9c2 TAG inh	H9c2 TAG inh DAPI viability
Cc1ccc(C(C)C)c(OCC(=O)NNC(=O)CC2OC(=O)c3ccccc32)c1 (stereo not given)	0	-2
CN(C)CCNC(=O)c1ccc(Cl)c2cc3ccccc3nc12	106	-57
O=c1oc2ccccc2cc1-c1cn2ccccc2n1	3	20
COc1ccc(S(=O)(=O)Nc2cc3c4c(c2)CC(=O)N4CCC3)cc1C	8	0
CCCc1cc(-c2nc(-c3ccc(Br)cc3)cs2)ccn1	5	-9
Cc1cc(C)cc(NC(=S)NCc2ccc3[nH]c4c(c3c2)CCCC4)c1	19	6
O=C1CC(c2ccccc2)=NN1c1ccc([N+](=O)[O-])cc1	16	-9
O=C(CSc1nnc(CNC(=O)c2ccc(F)cc2)o1)NCc1ccccc1	-16	4
COc1ccc(OC)c(C(O)CNC(=O)CN)c1 (stereo not given)	-7	2
Cc1ccc(S(=O)(=O)NCC(=O)OCC(=O)c2ccc(Cl)s2)cc1	-2	0
CC(=O)N(C)c1ccc(OCC(O)COc2ccc(N(C)C(C)=O)cc2)cc1	-1	3
O=C(Cn1c(=O)sc2ccccc21)Nc1ccc(O)cc1	-14	-3
Cn1c(=O)c2cc(S(=O)(=O)NC(C(=O)Nc3cccnc3)c3ccccc3)ccc2n(C)c1=O (stereo not given)	-1	-11
CC(C)CSc1oc(-c2ccco2)nc1S(=O)(=O)c1ccccc1	-13	-4
C=C1CCN([C@@H](CC(C)C)C(=O)O)S(=O)(=O)c2ccccc21	-6	2
CCC(C)Nc1nc2c(c(=O)n(C)c(=O)n2C)n1Cc1ccc(Cl)cc1 (stereo not given)	-12	-3
CC1(C)CC(=O)C=C(c2cccc(OC(=O)c3ccc(Br)cc3)c2)C1=O	-1	-4
COc1ccc(-c2noc(CN(C)Cc3ccc(C)o3)n2)cc1	0	1
Cc1cc(C)c2c(c1C)C(=O)CCC2	1	4
OC(C#CCN1CCOCC1)(c1ccccc1)C1CC1 (stereo not given)	8	-10
C[C@H](CO)N1C[C@H](C)[C@@H](CN(C)C(=O)Nc2ccc3c(c2)OCO3)Oc2ccc(NC(=O)NC3CCCCC3)cc2C1=O	-1	-1
COC(=O)c1sccc1NC(=O)CCC1CCCCC1	-8	0
N#Cc1c2n(c3c(-c4ccccc4)ncnc13)CCC2	-6	9
CS(=O)(=O)Nc1ccc(-c2cccc3nccn23)cc1	13	7
COc1ccc(C2C(C(=O)N3CCN(c4ccccc4)CC3)c3ccccc3C(=O)N2C)cc1 (stereo not given)	8	6

3 entries already listed, sorted by molecular weight, lowest first.
SMILES	H9c2 TAG inh	H9c2 TAG inh DAPI viability
N#Cc1c2n(c3c(-c4ccccc4)ncnc13)CCC2	-6	9
OC(C#CCN1CCOCC1)(c1ccccc1)C1CC1 (stereo not given)	8	-10
CC(=O)N(C)c1ccc(OCC(O)COc2ccc(N(C)C(C)=O)cc2)cc1	-1	3

Next section:
SMILES	H9c2 TAG inh	H9c2 TAG inh DAPI viability
O=C(CSc1ccccc1)NCc1cccnc1	2	-10
CCc1ccc(/C=N/NC(=O)c2cc(-c3cccc([N+](=O)[O-])c3)n[nH]2)cc1	1	-1
COCCCN(CC(=O)Nc1ccc(N2CCOCC2)cc1)S(=O)(=O)c1ccc(C)cc1	-17	8
O=C(CSc1nc2ccccc2o1)N1CCCC1	3	6
O=C(Nc1ccc(S(=O)(=O)N2CCOCC2)cc1)c1cccnc1	-6	3
CC[C@]12c3[nH]c4ccc(OC)cc4c3CCN1C(=O)C(CC(=O)NCCC1=CCCCC1)C[C@@H]2C(=O)N1CCN(C(=O)C2CC2)CC1 (stereo not given in full)	7	0
CCCC1C2C(=O)N(c3ccccc3OC)C(=O)C2ON1c1ccccc1 (stereo not given)	-13	-6
O=C(N/N=C\c1ccc(-c2cccc(Cl)c2)o1)C(=O)NC1CCCC1	0	-5
NS(=O)(=O)c1ccc(CCNC(=O)CCc2nc3sc4c(c3c(=O)[nH]2)CCCC4)cc1	1	-6
CC1CC(c2ccccc2)n2nc(N3C(=O)c4ccccc4C3=O)nc2N1 (stereo not given)	12	-5
CCOc1ccc(S(=O)(=O)N(CC(=O)NC2CCCC2)c2ccc(F)cc2)cc1	15	0
Nc1cccc(Cl)c1N1CCOCC1	-17	12
COc1cc(/C=N/NC(=O)c2c(-c3ccccc3)noc2C)ccc1O	-7	4
COCCNc1nc(-c2cc(F)ccc2C)c2sc(-c3ccccc3)cc2n1	32	-24
O=C(CSc1cccc[n+]1[O-])N1CCCCCC1	-10	-2
C[C@@H]1CN([C@H](C)CO)C(=O)CCCn2cc(nn2)CO[C@H]1CN(C)C(=O)OCc1ccccc1	11	-1
Cc1ccc(SCC(=O)NC(=O)NCCC(C)C)c(C)c1	-6	-3
O=C(NCc1cn2ccccc2n1)c1ccc2c(c1)OCO2	2	187
Cc1ccc(S(=O)(=O)N2CCN(C(=O)Cn3nc(C)c([N+](=O)[O-])c3C)CC2)cc1	16	-7
C[C@H]1CCC(=O)N([C@H](CC#N)Cc2ccccc2)CC1	-14	-2
CC(C)N(C(=O)CSc1nnc(NC(=O)C2CCC2)s1)C(C)C	-6	4
CC(=NNC(=S)N1CCC1)c1ccccn1	48	-32
CC1(C)C(=O)CC[C@]2(C)C3C(=O)C=C4[C@H]5C[C@@](C)(C(=O)O)CC[C@]5(C)CC[C@]4(C)[C@]3(C)CC[C@@H]12 (stereo not given in full)	-5	4
O=S(=O)(c1cccc(-c2nc3ccccc3s2)c1)N1CCOCC1	-10	8
CCOc1ccc(N2CC(C(=O)Nc3ncccc3C)CC2=O)cc1 (stereo not given)	5	-2

Complete entries as entered above. Values in the order: H9c2 TAG inh, H9c2 TAG inh DAPI viability
Record of `Cc1ccc(SCC(=O)NC(=O)NCCC(C)C)c(C)c1` → -6, -3
Record of `O=C(NCc1cn2ccccc2n1)c1ccc2c(c1)OCO2` → 2, 187
Record of `CC1(C)C(=O)CC[C@]2(C)C3C(=O)C=C4[C@H]5C[C@@](C)(C(=O)O)CC[C@]5(C)CC[C@]4(C)[C@]3(C)CC[C@@H]12` (stereo not given in full) → -5, 4
Record of `CCc1ccc(/C=N/NC(=O)c2cc(-c3cccc([N+](=O)[O-])c3)n[nH]2)cc1` → 1, -1
Record of `COCCCN(CC(=O)Nc1ccc(N2CCOCC2)cc1)S(=O)(=O)c1ccc(C)cc1` → -17, 8

The results go on.
SMILES	H9c2 TAG inh	H9c2 TAG inh DAPI viability
COc1ccc([C@H]2CC(=O)C=C(c3ccc(Cl)c(Cl)c3)C2)cc1	14	4
CCCCc1nc2ccccc2c(=O)n1NC(=O)c1c(O)c2cccc3c2n(c1=O)CC3	3	5
CCC(=O)N1CCc2cc(Br)cc(S(=O)(=O)NCC3CCCN3CC)c21 (stereo not given)	8	-2
O=C(NCCCn1ccnc1)c1cc(S(=O)(=O)N2CCOCC2)c(Cl)cc1Cl	15	-8
O=C(N/N=C/c1ccccc1)c1n[nH]c2c1CCCC2	3	-7
CC(=NNC(=O)CSc1nc2ccccc2o1)c1ccco1	-33	4
C[C@@H]1COC(=O)[C@H](Cc2ccc(F)cc2)CC/C=C\C[C@@H](CC(=O)NCCO)C(=O)N1	3	-2
CC(C)Cc1nnc(NC(=O)C2=COCCO2)s1	-19	5
C[C@@H]1C(=O)O[C@@H]2[C@H](O)C34[C@H]5C[C@@H](C(C)(C)C)C36[C@H](OC(=O)[C@@H]6O)OC4(C(=O)O5)[C@@]12O (stereo not given in full)	-6	-2
CC(C)(C)c1ccc(/C=C/C(=O)NC2CCS(=O)(=O)C2)cc1 (stereo not given)	8	-1
Cc1nnc(NC(=O)CSc2ncc(-c3ccccc3)[nH]2)s1	10	-1
C=CCN1C=C2C(=O)C(C)(OC(=O)c3ccc(OC)cc3)C(=O)C(c3ccco3)=C2C=C1CCCC (stereo not given)	6	3
Cc1ccc(C(=O)Nc2cc([N+](=O)[O-])ccc2C)cc1	-8	0
CN1NC(=O)CC1c1ccccc1 (stereo not given)	5	-6
CC(C)CN(C(=O)c1ccc(S(=O)(=O)N2CCCCC2)cc1)C1CCS(=O)(=O)C1 (stereo not given)	-8	-2
CCn1cc(CNC(=O)c2cc(Cl)ccc2OC)c(C)n1	-14	-9
CC(C)=CC(=O)O[C@@H]1Cc2c(ccc3ccc(=O)oc23)OC1(C)C	-8	13
O=C(NCc1ccc(C(F)(F)F)cc1)c1ccc(-c2ccc(F)c(F)c2)c2ccoc12	-39	8
Cc1nc2nc(SCC(=O)O)nn2c(C)c1Cc1ccccc1Cl	-2	6
Cc1noc(C)c1S(=O)(=O)Nc1ccccc1N1CCOCC1	-7	-2
CC1CCN(C(=O)CN2C(=O)C(C)(C)Oc3ccc(C(=O)NC4CCCC4)cc32)CC1	3	-3
COc1ccc(Cc2nc3ccc(C(=O)NCCc4ccccn4)cc3o2)cc1OC	-19	0
O=C(NCc1ccco1)C(c1ccccc1)N(Cc1cccnc1)C(=O)Cn1nnc2ccccc21 (stereo not given)	16	-2
CC(C)c1ccc(C(O)P(=O)(OC2CCCCC2)OC2CCCCC2)cc1 (stereo not given)	-9	-1
CCCCn1nc(C(=O)NC2=NCCS2)c2ccccc2c1=O	-13	-7
SMILES	H9c2 TAG inh	H9c2 TAG inh DAPI viability
N#Cc1cn(-c2ccccc2)nc1-c1ccc2c(c1)OCCO2	59*	-8.2*
COC(=O)/C(=C\C(=O)c1ccccc1)Nc1cccc(C(F)(F)F)c1	0	3
Cc1ccc(NC(=O)C(C)N2C(=O)c3ccccc3C2=O)nc1 (stereo not given)	8	8
CN(CC(=O)N1CCc2ccccc21)S(=O)(=O)c1ccc(Br)s1	-15	-2
CCOC(=O)N1CCN(C(=O)COc2ccccc2Cl)CC1	11	-9
C=CCn1c(SCc2csc(C)n2)nc2sc3c(c2c1=O)CCCC3	15	-3
CCCn1nnnc1SCC(=O)NCc1ccc(OC)cc1	10	0
COc1cccc(CNc2ccc3c(c2)ncn3C)c1OC	13	-9
CCCCOc1ccc(C2/C(=C(/O)c3ccc4c(c3)CC(C)O4)C(=O)C(=O)N2CCCN2CCOCC2)cc1OC (stereo not given)	-8	1
COc1ccccc1/C=C1\Oc2cc(OC(=O)N3CCOCC3)ccc2C1=O	-1	-1
COc1ccc(NC(=S)Nc2ccccn2)cc1	0	-4
Cc1cc(C)n(-c2ncccc2[N+](=O)[O-])n1	10	-6
Cc1onc(-c2ccccc2Cl)c1C(=O)N1C=CC(C(F)(F)F)=NCC1	2	5
O=C(CNc1ccc2ccccc2c1)N/N=C/c1ccc(OC(=O)/C=C/c2ccco2)cc1	-2	2
NC(=O)/C(=N\O)c1ccccc1	-6	2
O=C(c1ccco1)N1CCN(c2ncnc3c2cnn3-c2ccccc2)CC1	4	-10
CC(NC(=O)CC1Sc2ccccc2NC1=O)c1ccccc1 (stereo not given)	-1	0
CC(Sc1ncc(C(F)(F)F)cc1Cl)C(=O)NCC1CCCO1 (stereo not given)	-13	3
O=C(Nc1ccc2c(c1)CN(Cc1ccco1)CC2)C1CCCO1 (stereo not given)	1	-5
COC(=O)c1nnn(-c2ccc(F)c(Cl)c2)c1C(=O)OC	6	-11
COCCNCCOc1ccccc1-c1ccccc1	-3	8
Nc1ccn([C@@H]2O[C@H](CNS(=O)(=O)c3cc4ccccc4s3)[C@@H](O)[C@H]2O)c(=O)n1	4	3
COc1ccc(C(C)=O)cc1Cn1c(C)c(C(=O)NCc2cccc(C)c2)sc1=O	4	-15
CCN(C(=O)COc1ncnc2scc(-c3ccc(F)cc3)c12)C1CCS(=O)(=O)C1 (stereo not given)	4	0
O=C(Nc1ccccc1C(=O)N1CCCCC1)c1ccccc1C(F)(F)F	-23	7
SMILES	H9c2 TAG inh	H9c2 TAG inh DAPI viability
CSc1nc(O)c(C(c2cccc([N+](=O)[O-])c2)c2c(O)nc(SC)[nH]c2=O)c(=O)[nH]1	-1	0
COc1ccc(C(=O)CSc2[nH]c(=O)cc(C(F)(F)F)c2C#N)cc1	5	-5
COc1ccc(C2=NCCn3nc4cc(C(F)(F)F)ccc4c32)cc1	-19	2
O=C(Nc1nnc(-c2ccc(F)cc2)s1)c1c(F)cccc1Cl	4	8
O=C(Nc1ccc2c(c1)Cc1ccccc1-2)c1cc2ccccc2o1	-24	10
O=c1[nH]nc(-c2ccccc2)c2ccccc12	-6	-3
CCOC(=O)C1=C(C)NC(C)=C(C(=O)OCC)C1C(=O)OCC(=O)N1CCC(C)CC1	-14&-44	-8&3
Nc1nc(SCC(=O)N2CCCc3ccccc32)n(-c2ccccc2)n1	-4	-3
COc1ccc(Cl)cc1/C=C(\C#N)C(N)=O	-1	6
Cc1ccc(S(=O)(=O)N2CCN(C(=O)COC(=O)COc3ccc(Br)cc3)CC2)c(C)c1	10	0
O=C(CC(CC(=O)c1ccc(Br)cc1)c1cccnc1)c1ccc(Br)cc1	-7	6
C=CC[C@H](CC(=O)NCCO)C(=O)NCCOC(=O)[C@@H](CC=C)Cc1ccc(F)cc1	-9	-3
Cc1ccc(NC(=O)CN(C)C(=O)c2n[nH]c(=O)c3ccccc23)cc1	15	-5
CC(C)CC(NC(N)=O)C(=O)NCCc1ccc(Cl)cc1 (stereo not given)	-13	8
COc1ccc(F)cc1-c1cc(C(=O)Nc2ccc(C)c(NS(C)(=O)=O)c2)[nH]n1	23	7
OC(COCc1ccc2c(c1)OCO2)CN1CCCCC1 (stereo not given)	7	-12
CCOC(=O)N1CCN(C(=O)CCl)CC1	17	-9
O=C(NCC(c1ccc(F)cc1)N1CCOCC1)c1cccc(Br)c1 (stereo not given)	-19	10
CCN(C(=O)COC(=O)c1cccc(S(=O)(=O)NCc2ccccc2)c1)c1ccccc1	-12	11

Exported bar-delimited: part of the list above.
structure | H9c2 TAG inh | H9c2 TAG inh DAPI viability
O=C(Nc1nnc(-c2ccc(F)cc2)s1)c1c(F)cccc1Cl | 4 | 8
O=C(Nc1ccc2c(c1)Cc1ccccc1-2)c1cc2ccccc2o1 | -24 | 10
O=C(CC(CC(=O)c1ccc(Br)cc1)c1cccnc1)c1ccc(Br)cc1 | -7 | 6
OC(COCc1ccc2c(c1)OCO2)CN1CCCCC1 (stereo not given) | 7 | -12
